SMN2 splice up – enhancers of SMN2 splice variant expression; HEK293 SMN2-luciferase splicing reporter, luminescence, 30-36 h; Potency, µM (titrated, usually from 46.1 µM), for inactives: top-dose activity change, positive = activation, usual class: activators; 210,000 tested, 2.8% active; further: potency means the concentration at half of the fitted maximal effect; % of control where 0% means no effect; nearly all actives have a fitted effect of over 55% in size
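HEK293 cells carry an SMN2 […]–luciferase reporter in which exon 7 inclusion puts luciferase in frame. Cells were plated 10-12 h before compound addition, then incubated 30-36 h at 37C. ONE-Glo luminescence was read; sodium butyrate at 4.5 mM final served as control.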
CBFb-RUNX1 inh – CBF-beta/RUNX1 interaction disruption; Q01196+Q13951; AlphaScreen CBFb-His/RUNX1-biotin binding, biochemical; Potency, µM (highest dose often 59.8 µM), inactives show at the top dose activity, negative = inhibition, most hits filed as inhibitors; 230,000 tested, under 10 active; further: % of control where 0% means no effect
Target sequence (Q01196 whole entry, looked up): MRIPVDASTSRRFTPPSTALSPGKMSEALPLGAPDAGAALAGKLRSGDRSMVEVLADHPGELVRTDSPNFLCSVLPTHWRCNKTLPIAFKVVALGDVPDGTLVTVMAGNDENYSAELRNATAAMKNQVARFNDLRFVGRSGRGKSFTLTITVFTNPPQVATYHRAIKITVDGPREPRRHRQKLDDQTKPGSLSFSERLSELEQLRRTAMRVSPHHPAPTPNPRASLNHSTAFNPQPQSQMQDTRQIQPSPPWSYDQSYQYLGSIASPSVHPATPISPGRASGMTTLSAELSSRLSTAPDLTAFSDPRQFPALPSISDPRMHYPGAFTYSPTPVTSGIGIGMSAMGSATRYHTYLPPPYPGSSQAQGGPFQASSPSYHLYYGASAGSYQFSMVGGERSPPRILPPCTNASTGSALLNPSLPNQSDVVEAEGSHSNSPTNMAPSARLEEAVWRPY
Target sequence (Q13951 whole entry, looked up): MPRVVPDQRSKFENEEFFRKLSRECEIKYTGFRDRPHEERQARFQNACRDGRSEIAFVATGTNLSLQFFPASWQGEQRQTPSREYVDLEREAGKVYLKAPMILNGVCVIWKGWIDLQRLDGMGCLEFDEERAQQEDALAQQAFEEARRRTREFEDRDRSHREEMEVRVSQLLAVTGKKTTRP
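Room-temperature protein-protein interaction test with 30 nM each of His-tagged CBF-beta and biotinylated RUNX1, 15 min with compound, then 90 min with nickel plus streptavidin beads. Signal read in AlphaScreen mode.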
Lamin A splicing – modulators of lamin A splicing; HeLa LMNA splicing GFP/RFP minigene ratio, 48 h; Potency, µM (titrated, usually from 46.1 µM), inactives show top-dose ratio change, negative = inhibition, hits mostly inhibitors; 200,000 tested, 0.01% active; active means well fitted inhibition curve with a large enough effect in the signal ratio, with a control signal flat, not every such curve was filed as active; inconclusive means small, poorly fitted or top-dose-only effect, or effect the other way, or a change in a side signal; the % refers to the signal ratio; further: potency means the concentration at half of the fitted maximal effect; on the % scale 0 is the no-effect control and ±100 the full control effect
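S3 HeLa stable clones carrying a lamin A-EGFP splicing minigene plus DsRed2 were seeded at 600 cells/well in Opti-MEM with 2% FBS, pin-dosed and incubated 48 h at 37°C. Acumen cytometry (488 nm) gave the GFP/RFP total-intensity ratio.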
HTT ATP protect – cytoprotection in Huntington HTT-Q103 PC12 cell model; PC12 HTT-Q103 induced, cytoprotection, ATP luminescence, 40 h; Potency, µM (top dose mostly 56.4 µM), for the others: cytoprotection (ATP increase), actives largely listed as activators; 230,000 tested, 0.14% active; AID 1471;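 further: potency means the concentration at half of the fitted maximal effect; % of control where 0% means no effect; nearly all actives have a fitted effect of over 45% in size; toxic huntingtin expression switched on by the ecdysone agonist tebufenozide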
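PC12 cells with ecdysone-inducible HTT exon 1 Q103-GFP, induced with 100 nM tebufenozide and co-treated with library compounds in a dose series (1536-well, 1500 cells/well). Cytoprotection read as ATP content by ATPlite luminescence.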
HTT aggregate – inhibitors of mutant huntingtin aggregate formation in PC12 cells; PC12 HttQ103-GFP aggregates, Acumen cytometry, 40 h; Potency, µM (titrated, usually from 46.1 µM), without a hit: top-dose activity change, negative = inhibition, most hits filed as inhibitors; 220,000 tested, 1.1% active; AID 1688; further: potency means the concentration at half of the fitted maximal effect; on the % scale 0 is the no-effect control and ±100 the full control effect; nearly all actives have a fitted effect of over 60% in size
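Quantitative HTS on tebufenozide-induced (100 nM) PC12 cells stably expressing polyQ103 Huntingtin exon 1–GFP. Reduction of bright GFP aggregates, detected by laser scanning cytometry after lysis, identified actives across the titration.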
KinaseGlo FLuc – blocks Kinase-Glo luciferase, a counter-screen artifact | Kinase-Glo luciferase, ATP luminescence, 8 min | Potency, µM (series often up to 38.3 µM), inactives show at the top dose activity change, negative = inhibition, usual class: inhibitors | 200,000 tested, 0.28% active | Q27757; further: potency means the concentration at half of the fitted maximal effect; on the % scale 0 is the no-effect control and ±100 the full control effect; nearly all actives have a fitted effect of over 60% in size
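Luminescence was the read-out, taken after 8-minute incubation at ambient temperature. Luciferase turned over luciferin with 10 uM ATP in imidazole pH 7.2 buffer containing KCl, MgCl2, Tween 20 and BSA.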
IMPase Li cell – membrane-permeable IMPase blocker, potentiated with lithium | CHO-M1 cells, IP1 TR-FRET (IP-One), carbachol + lithium | Potency, µM (highest dose often 59.4 µM), for the others: at the top dose activity, negative = IMPase inhibition, usual class: inhibitors | 210,000 tested, 0.35% active | AID 1457;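 further: IP1 builds up when IMPase is blocked and the TR-FRET signal falls; potency means the concentration at half of the fitted maximal effect; plate controls were basal vehicle for no effect and high inhibitor control for full effect; nearly all actives have a fitted effect of over 50% in size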
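Test compounds were applied to CHO-M1 cells previously cultured for 16–30 h at 2000 per well. A small lithium amount accompanied them; after 30 min at 37C, IP1 was quantified by TR-FRET.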
An asterisk follows results filed as active; ? = inconclusive; . = not tested or not shown; [ ] = another dose, or the depositor's remark. Unless noted, the call rests on the fitted dose curve; in most records, active means well fitted curve in the direction sought with a large enough effect; inconclusive means small, poorly fitted or top-dose-only effect, or another doubt; inactive means no such curve, though single readings can be large; an effect the other way counts as inactive or inconclusive.

The line under a structure holds: SMN2 splice up	CBFb-RUNX1 inh	Lamin A splicing	HTT ATP protect	HTT aggregate	KinaseGlo FLuc	IMPase Li cell
> Cc1cc(NC(=O)Nc2ccccc2F)ccc1Br
→ .	16%	.	3%[10 µM]	-9%[9.22 µM]	.	22%
> O=C(Nc1nc(-c2ccccn2)cs1)c1ccccc1-n1cnnn1
→ .	-21%	.	-9%[10 µM]	-11%[9.22 µM]	.	.
> COc1cc(NC(=S)N2CCN(C/C=C/c3ccccc3)CC2)cc(OC)c1
→ 13%	-8%	-15%	13%[10 µM]	-1%	2%	5%
> O=C(NCc1cccnc1)c1c[nH]c2cc3c(cc2c1=O)OCCO3
→ -44%[inhibitor]	3%	?	-48%[inhibitor]	?	-1%	8%[38.3 µM]
> Cc1nc(NC(=O)CSc2nnnn2Cc2ccccc2)sc1C
→ -17%	-1%	4%	-3%	?	1%	-15%[38.3 µM]
> Cn1c(SCC(=O)N2CCN(c3cccc(Cl)c3)CC2)nnc1-c1ccncc1
→ 14%	3%	-6%	-12%[10 µM]	5%	0%	7%[38.3 µM]
> O=C(c1cc(-c2ccccc2)on1)N1CCCC1
→ 11µM*	0%	5%	0%[0.074 µM]	-19%	-7%	17%[38.3 µM]
> CCC(=O)N1N=C(c2cccc(NS(C)(=O)=O)c2)CC1c1cccs1 (stereo not given)
→ 8%	-13%	-7%	-3%[10 µM]	-10%	-1%	0%
> N#C/C(=C/c1ccc(C(=O)O)cc1)C(=O)NCc1ccccc1
→ 0%	11%	-6%	16%[10 µM]	1%	-3%	1%
> Cc1cccnc1NC(=O)C(C)Oc1ccccc1 (stereo not given)
→ 6%	-9%	1%	1%	-8%	2%	23%[38.3 µM]
> CCOc1cc(/C=N/Nc2cccc(C(=O)O)c2)ccc1OC(=O)c1ccccc1
→ 1µM*	-17%	-6%[1.84 µM]	-9%	-7%[9.22 µM]	-1%	23%
> CC(NC(=O)c1ccncc1)C(c1cccs1)N1CCOCC1 (stereo not given)
→ -3%	-5%	2%	5%[0.074 µM]	9%	1%	5%
> c1ccc(NC2=NCCCCS2)cc1
→ 2%	3%	1%	2%[1.9 µM]	5%	1%	7%
> O=C(c1ccccc1)N(Cc1nc2ccccc2c(=O)[nH]1)C1CCCCC1
→ .	11%	-4%[46 µM]	4%[10 µM]	9%[9.22 µM]	5%	-4%
> Cc1cc(C(C)(C)C)ccc1OCCN(C)C
→ 9%	11%	-1%	-6%	-19%	14%	-9%[38.3 µM]
> Cc1ccc(C)c(-c2cc(C(=O)NN3CCOCC3)c3ccccc3n2)c1
→ -9%	4%	.	-8%[10 µM]	6%	0%	12%
> CCCS(=O)(=O)N1CCCC(C(=O)NCc2cccnc2)C1 (stereo not given)
→ 5%	3%	8%	13%	-1%	-3%	-2%[38.3 µM]
> O=C(/C=C/c1ccco1)NC(=S)Nc1cc(C(F)(F)F)ccc1N1CCOCC1
→ -7%	-7%	1%	5%[10 µM]	32%	-1%	6%
> COc1ccc(S(=O)(=O)Nc2cc3c4c(oc3c3ccccc23)CC(C)(C)CC4=O)cc1
→ -25%	-7%	3%	-33%	-8%	3%	8%[38.3 µM]
> C=CCc1cc(Cl)ccc1OCCNCCOC
→ .	3%	.	-20%	9%	.	-11%
> Cc1occc1-c1nnc(SCC(=O)Nc2nccs2)n1CCc1ccccc1
→ 18%	-6%	8%	-4%	4%	4%	22%[38.3 µM]
> O=C(NCc1ccccc1)N1CCC(c2nc3ccccc3[nH]2)CC1
→ .	3%	-2%	5%[10 µM]	-7%	.	.
> O=c1c2c3c(sc2nc(N2CCNCC2)n1-c1cccc(Cl)c1)CCCCC3
→ .	10%	.	-13%[10 µM]	8%[9.22 µM]	.	.
> Cc1cc(Oc2ccc(Cl)cc2)nc(-c2ccccc2O)n1
→ -18%	6%	-4%	-23%[10 µM]	-10%	-3%	29%[38.3 µM]
> O=C(O)CCC(=O)Nc1ccccc1N1CCOCC1
→ 17%	3%	3%	-20%[10 µM]	0%	-4%	19%[38.3 µM]
> COc1cnc(-c2ccccc2)nc1OC
→ 17%	-8%	3%[9.22 µM]	-25%	19%	0%	-5%
> COc1ccc([N+](=O)[O-])cc1NCc1ccccc1C
→ 13%	21%	15%	-71%[inhibitor]	?	0%	13%[38.3 µM]
> Cc1cc(C(=O)CN2C(=O)NC3(CCCCC3)C2=O)c(C)n1-c1ccc2c(c1)OCO2
→ -7%	-16%	?	20%[10 µM]	3%	0%	3%
> O=C(c1cccc(S(=O)(=O)N2CCCCC2)c1)N1CCOCC1
→ -9%	0%	2%	-2%	-14%	-6%	-5%[38.3 µM]
> CCC(CC)NC(=O)c1oc2ccccc2c1COc1ccccc1
→ .	-1%	?	10%[10 µM]	-4%	.	.
> O=C(CSc1ncn[nH]1)NCc1ccc2c(c1)OCO2
→ 3%	15%	7%[46 µM]	-20%	9%	-1%	-2%
> OCCNc1nc(Nc2ccc(O)cc2)nc2ccccc12
→ .	1%	.	-5%[10 µM]	-22%[9.22 µM]	.	.
> C/C(O)=C(/C=Nc1ccccc1)C(=O)Nc1ccccc1
→ -4%	11%	2%[46 µM]	-4%[10 µM]	0%	1%	17%
> CCC1(C)SC(N)=NN1C(C)=O (stereo not given)
→ .	13%	15%[46 µM]	?	23%[9.22 µM]	-2%	-5%
> CCc1nc(C)ccc1OCC(=O)O
→ 4%	12%	5%	17%[10 µM]	-11%	0%	-4%[38.3 µM]
> CCOc1ccc(NC(=O)c2cccc(OC(=S)N3CCOCC3)c2)cc1
→ .	-3%	?	8%[10 µM]	-12%[9.22 µM]	-3%	11%
> O=C(COC(=O)c1ccc(S(=O)(=O)N2CCOCC2)cc1)Nc1nc(-c2ccccc2)cs1
→ ?	1%	-2%	-3%[10 µM]	-7%	-1%	17%[38.3 µM]
> COc1ccc(Cl)cc1NC(=O)CN1CCC(n2nnc3cc(C)ccc32)CC1
→ -59%[inhibitor]	2%	1%	-20%	-14%	0%	42%[activator][38.3 µM]
> CC(Sc1nc2ccccc2[nH]1)C(=O)Nc1ccccc1F (stereo not given)
→ -2%	1%	.	.	8%	2%	0%
> COc1cc2c(cc1OC)CN(C(=O)CSc1nnc(C)s1)CC2
→ ?	1%	0%	12%	-16%	-1%	20%[38.3 µM]
> COc1ccc(/C=C(\C#N)C(=O)NCCc2ccccc2)cc1OCc1ccccc1
→ -12%	-5%	?	-11%[10 µM]	9%	-5%	7%
> Cc1nnc2ccc(-c3cccc(NS(C)(=O)=O)c3)nn12
→ ?	-18%	?	-35%[inhibitor]	4%	-1%	-5%
> COc1ccc(-c2sc(NC(=O)c3ccc(C)cc3)nc2-c2ccc([N+](=O)[O-])cc2)cc1
→ 25%	-2%	0%[0.0737 µM]	-15%	4%	0%	-3%[38.3 µM]
> Cc1ccc(NC(=O)C2(S(=O)(=O)c3ccc(C)cc3)CC2)cc1
→ -2%	5%	-3%	-6%	-18%	-3%	39%[activator][38.3 µM]
> O=C(Cn1cnc2ccccc2c1=O)Nc1ccc(S(=O)(=O)N2CCCC2)cc1
→ 5%	3%	18%[46 µM]	-10%	28%	-1%	5%

Shown in CSV form: entries from further up.
molecule,SMN2 splice up,CBFb-RUNX1 inh,Lamin A splicing,HTT ATP protect,HTT aggregate,KinaseGlo FLuc,IMPase Li cell
c1ccc(NC2=NCCCCS2)cc1,2%,3%,1%,2%[1.9 µM],5%,1%,7%
O=C(c1ccccc1)N(Cc1nc2ccccc2c(=O)[nH]1)C1CCCCC1,.,11%,-4%[46 µM],4%[10 µM],9%[9.22 µM],5%,-4%

Continuation.
The line under a structure holds: SMN2 splice up	CBFb-RUNX1 inh	Lamin A splicing	HTT ATP protect	HTT aggregate	KinaseGlo FLuc	IMPase Li cell
> C=CCn1cc(-c2cccc(Cl)c2)cc(C#N)c1=O
→ 3%	3%	10%	-5%	4%	-1%	4%[38.3 µM]
> CCCCc1c(C)nc2ccccc2c1SCCC(=O)O
→ 13%	-21%	-8%[46 µM]	10%[10 µM]	?	5%	-21%
> C(=N\n1cnnc1)/c1cccc(Oc2ccccc2)c1
→ -5%	5%	-6%	-11%	-10%	1%	3%[38.3 µM]
> O=C(CN(C(=O)c1ccc2c(c1)OCCO2)c1ccccc1)NCC1CCCO1 (stereo not given)
→ 6%	-2%	-4%	3%	9%	-1%	-11%[38.3 µM]
> NC(=O)c1ccc(F)cc1
→ -1%	8%	9%	2%	28%	-3%	4%[38.3 µM]
> CCOc1ccc(-n2c(SCC(=O)Nc3ccc4c(c3)OCO4)nc3c(c2=O)SCC3)cc1
→ -11%	1%	-10%	3%[10 µM]	12%	2%	31%[38.3 µM]
> CCN(c1ccc(NC(=O)COC(=O)c2ccc(C)c(S(=O)(=O)N3CCOCC3)c2)cc1)C(C)C
→ -9%	-19%	4%	-7%	?	-2%	10%[38.3 µM]
> CNC(=S)N(Cc1ccc2c(c1)OCO2)C1CC(=O)N(c2ccccc2)C1=O (stereo not given)
→ -11%	-2%	?	5%[10 µM]	-1%	-3%	18%
> COc1ccccc1NC(=O)COC(=O)/C=C/c1ccc2c(c1)OCO2
→ -1%	9%	.	-14%	10%	-5%	7%
> O=C(NCc1ccccc1Cl)c1ccc2nnsc2c1
→ .	6%	.	-20%[10 µM]	-2%[9.22 µM]	.	.
> Nc1c(S(=O)(=O)c2cccs2)c2nc3ccccc3nc2n1Cc1ccc2c(c1)OCO2
→ .	16%	3%	6%	24%	.	.
> COc1cccc(C2CCCN2Cc2nc(CC3CC3)no2)c1 (stereo not given)
→ .	18%	.	18%[10 µM]	-1%[9.22 µM]	-1%	-3%
> O=C(Nc1ccc(Br)c(Cl)c1)C1CC1
→ -71%[inhibitor]	16%	?	-9%[10 µM]	?	4%	28%[38.3 µM]
> Cc1ccc(N(C(=O)C2CCCC2)C2C=CS(=O)(=O)C2)cc1 (stereo not given)
→ -3%	3%	-6%	32%[10 µM]	-2%	3%	4%
